NSD2 inh – inhibitors of human NSD2, primary screen, biochemical, plate reader, single point. NSD2-SET H3K36me1 DELFIA fluorescence. actives 0.07% (n = 44,000). Histone-lysine N-methyltransferase NSD2 (Homo sapiens), O96028. inhibition, % at 12.5 µM; in the data active = inhibition above about 54%, passing the limit was not always enough;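 note: inhibitors reduce the monomethyl H3K36 fluorescence signal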
An asterisk follows results filed as active. This is a subset (hit frequency here may not be typical).

SMILES	NSD2 inh
C[C@@H]1CCCCO[C@H](CN(C)C(=O)Nc2cccc3ccccc23)[C@@H](C)CN([C@@H](C)CO)C(=O)c2cc(NS(=O)(=O)c3ccccc3)ccc2O1	-3
CC(/C=C/C(=O)NO)=C\c1cccc(OC[C@@H]2[C@H]3C[C@H]4c5[nH]c6ccccc6c5CCN4C[C@@H]3CC[C@@H]2O)c1	6
Cc1noc(C)c1NC(=O)Nc1ccc2c(c1)C(=O)N([C@H](C)CO)C[C@H](C)[C@H](CN(C)C(=O)NC1CCCCC1)OCCCC[C@H](C)O2	0
CC(C)NC(=O)Nc1ccc2c(c1)CC(=O)N([C@@H](C)CO)C[C@H](C)[C@H](CN(C)Cc1ccc(Oc3ccccc3)cc1)O2	-6
COc1ccc(C#Cc2cnc3c(c2)C(=O)N([C@H](C)CO)C[C@H](C)[C@@H](CN(C)C)O3)cc1	3
C[C@H](CO)N1C[C@H](C)[C@H](CN(C)Cc2ccccc2)OCCCC[C@H](C)Oc2ccc(NC(=O)Nc3cccc4ccccc34)cc2C1=O	3
C[C@H]1CN([C@@H](C)CO)S(=O)(=O)c2ccc(C#Cc3cccnc3)cc2O[C@H]1CN(C)C(=O)C1CC1	1
C[C@H](CO)N1C[C@H](C)[C@@H](CN(C)S(C)(=O)=O)Oc2ccc(NC(=O)Cn3cnnn3)cc2CC1=O	0
COc1ccc(CN(C)C[C@@H]2Oc3ccc(NC(=O)Cc4ccccc4)cc3C(=O)N([C@@H](C)CO)C[C@H]2C)cc1	2
C[C@@H](NC(=O)C[C@@H]1CC[C@H](NC(=O)CN2CCOCC2)[C@@H](CO)O1)c1ccccc1	4
CNC[C@H]1OCc2cn(nn2)CCCC(=O)N([C@H](C)CO)C[C@@H]1C	-1
COc1ccc(NC(=O)Nc2ccc3c(c2)C(=O)N([C@H](C)CO)C[C@H](C)[C@H](CN(C)S(=O)(=O)c2ccc(Cl)cc2)OCCCC[C@@H](C)O3)cc1	1
C[C@H](CO)N1C[C@H](C)[C@@H](CN(C)Cc2ccncc2)Oc2ccc(NC(=O)Nc3ccc4c(c3)OCO4)cc2CC1=O	1
C[C@H](CO)N1C[C@H](C)[C@H](CN(C)S(=O)(=O)c2ccccc2)Oc2ccc(NC(=O)c3ccncc3)cc2CC1=O	0
Cc1ccc(S(=O)(=O)Nc2ccc3c(c2)C(=O)N([C@H](C)CO)C[C@H](C)[C@@H](CN(C)Cc2ccc(C(=O)O)cc2)O3)cc1	11

Reformatted with each value named: part of the list above
CC(C)NC(=O)Nc1ccc2c(c1)CC(=O)N([C@@H](C)CO)C[C@H](C)[C@H](CN(C)Cc1ccc(Oc3ccccc3)cc1)O2
- NSD2 inh: -6

COc1ccc(C#Cc2cnc3c(c2)C(=O)N([C@H](C)CO)C[C@H](C)[C@@H](CN(C)C)O3)cc1
- NSD2 inh: 3

An excerpt of these results, field by field:
> CNC[C@H]1OCc2cn(nn2)CCCC(=O)N([C@H](C)CO)C[C@@H]1C
- NSD2 inh: -1

> COc1ccc(NC(=O)Nc2ccc3c(c2)C(=O)N([C@H](C)CO)C[C@H](C)[C@H](CN(C)S(=O)(=O)c2ccc(Cl)cc2)OCCCC[C@@H](C)O3)cc1
- NSD2 inh: 1

> C[C@H](CO)N1C[C@H](C)[C@@H](CN(C)Cc2ccncc2)Oc2ccc(NC(=O)Nc3ccc4c(c3)OCO4)cc2CC1=O
- NSD2 inh: 1

Other compounds.
SMILES	NSD2 inh
C[C@H]1CCCCO[C@H](CN(C)Cc2ccc3c(c2)OCO3)[C@@H](C)CN([C@@H](C)CO)C(=O)c2cc(NS(C)(=O)=O)ccc2O1	-3
C[C@@H]1CN([C@H](C)CO)C(=O)c2cc(NC(=O)C3CCCCC3)ccc2O[C@@H](C)CCCCO[C@@H]1CN(C)C(=O)NC1CCCCC1	0
OC(CNCc1ccc(Cl)cc1Cl)Cn1c(-c2ccc(F)cc2)cc2ccccc21 (stereo not drawn)	0
Cc1noc(C)c1NC(=O)N(C)C[C@@H]1OCCCC[C@@H](C)Oc2ccc(NC(=O)CCCCCC(=O)Nc3ccccc3N)cc2C(=O)N([C@H](C)CO)C[C@@H]1C	-3
CNC[C@H]1Oc2ccc(NS(=O)(=O)c3ccc(Cl)cc3)cc2CC(=O)N([C@@H](C)CO)C[C@H]1C	2
Cc1noc(C)c1S(=O)(=O)Nc1ccc2c(c1)C(=O)N([C@H](C)CO)C[C@@H](C)[C@@H](CN(C)S(=O)(=O)c1ccc(F)cc1)O2	-3
C[C@@H]1CCCCO[C@H](CN(C)C)[C@@H](C)CN([C@@H](C)CO)C(=O)c2cc(NC(=O)Nc3ccccc3)ccc2O1	3
C[C@@H]1CCCCO[C@@H](CN(C)C(=O)Nc2ccc(C(F)(F)F)cc2)[C@@H](C)CN([C@H](C)CO)C(=O)c2cc(NC(=O)Nc3ccc(F)cc3)ccc2O1	-5
COc1ccc(S(=O)(=O)N(C)C[C@H]2Oc3ccc(NC(=O)c4ccncc4)cc3C(=O)N([C@@H](C)CO)C[C@H]2C)cc1	-4
C[C@@H]1CCCCO[C@H](CN(C)Cc2ccccc2)[C@@H](C)CN([C@H](C)CO)C(=O)c2cc(NC(=O)Nc3ccc4c(c3)OCO4)ccc2O1	10
O=C(O)C[C@H]1C[C@H]2c3cc(NC(=O)Nc4ccccc4F)ccc3O[C@H]2[C@H](CO)O1	3
C[C@@H]1CN([C@@H](C)CO)C(=O)c2cc(-c3cccnc3)cnc2O[C@@H]1CN(C)C	13
C[C@H]1CN([C@@H](C)CO)S(=O)(=O)c2ccc(/C=C/c3ccccc3)cc2O[C@@H]1CN(C)Cc1ccc(C(=O)O)cc1	24
C[C@H]1CN([C@@H](C)CO)C(=O)Cc2cc(NS(=O)(=O)c3ccccc3)ccc2O[C@@H]1CN(C)S(C)(=O)=O	-2
COc1ccc(CN(C)C[C@@H]2Oc3ccc(NS(=O)(=O)c4ccc(Cl)cc4)cc3C(=O)N([C@H](C)CO)C[C@H]2C)cc1	-7
CNC[C@H]1Oc2ccc(NS(C)(=O)=O)cc2CC(=O)N([C@H](C)CO)C[C@H]1C	5
C[C@H]1CN([C@@H](C)CO)C(=O)c2cc(-c3ccccc3F)cnc2O[C@H]1CN(C)Cc1cccc(F)c1	6
C[C@H]1CN([C@@H](C)CO)C(=O)c2cccc(NC(=O)CCCCCC(=O)Nc3ccccc3N)c2O[C@@H]1CN(C)C	-2
O=C1OC(CN2CCOCC2)CN1/N=C/c1ccc([N+](=O)[O-])o1 (stereo not drawn)	0
COc1ccc(CN(C)C[C@H]2OCCCC[C@H](C)Oc3ccc(NC(=O)Nc4ccc(C(F)(F)F)cc4)cc3C(=O)N([C@H](C)CO)C[C@@H]2C)cc1	12
CC(C)NC(=O)N(C)C[C@H]1OCc2ccccc2-c2ccccc2C(=O)N([C@@H](C)CO)C[C@H]1C	9
Cc1noc(C)c1NC(=O)Nc1cccc2c1O[C@H](CN(C)CC1CCCCC1)[C@H](C)CN([C@@H](C)CO)C2=O	9
Cc1noc(C)c1NC(=O)N(C)C[C@@H]1OCCCC[C@@H](C)Oc2ccc(NC(=O)Nc3ccccc3)cc2C(=O)N([C@@H](C)CO)C[C@H]1C	2
C[C@H](CO)N1C[C@H](C)[C@H](CN(C)C(=O)Nc2ccccc2)OCCCC[C@H](C)Oc2ccc(NC(=O)c3ccncc3)cc2C1=O	0
C[C@@H]1CN([C@@H](C)CO)C(=O)c2cccc(NC(=O)C3CCOCC3)c2O[C@@H]1CN(C)S(=O)(=O)c1cn(C)cn1	-2
COc1ccc(NC(=O)Nc2ccc3c(c2)C(=O)N([C@@H](C)CO)C[C@H](C)[C@@H](CN(C)S(=O)(=O)c2c(C)noc2C)OCCCC[C@H](C)O3)cc1	2
COc1ccccc1S(=O)(=O)N(C)C[C@H]1Oc2ncc(-c3ccc(C)cc3)cc2C(=O)N([C@@H](C)CO)C[C@@H]1C	6
COCC(=O)N(C)C[C@H]1Oc2cc(-c3ccc(C#N)cc3)ccc2S(=O)(=O)N([C@H](C)CO)C[C@H]1C	-5
COc1ccc(S(=O)(=O)N(C)C[C@@H]2Oc3ccc(NC(=O)CCC(F)(F)F)cc3C(=O)N([C@@H](C)CO)C[C@@H]2C)cc1	4
COc1ccc(S(=O)(=O)N(C)C[C@H]2OCCCC[C@H](C)Oc3ccc(NC(=O)Nc4ccc(F)cc4)cc3C(=O)N([C@@H](C)CO)C[C@H]2C)cc1	-1

Another view of part of the listing above.
NSD2 inh | compound
6 | COc1ccccc1S(=O)(=O)N(C)C[C@H]1Oc2ncc(-c3ccc(C)cc3)cc2C(=O)N([C@@H](C)CO)C[C@@H]1C
-5 | COCC(=O)N(C)C[C@H]1Oc2cc(-c3ccc(C#N)cc3)ccc2S(=O)(=O)N([C@H](C)CO)C[C@H]1C

Additional compounds
SMILES	NSD2 inh
C[C@H](CO)N1C[C@H](C)[C@@H](CN(C)C)Oc2ncc(-c3cccnc3)cc2C1=O	4
CC(C)NC(=O)N(C)C[C@H]1Oc2ccc(NS(=O)(=O)c3ccccc3)cc2CC(=O)N([C@@H](C)CO)C[C@@H]1C	0
C[C@H](CO)N1C[C@H](C)[C@@H](CN(C)S(=O)(=O)c2ccccc2F)Oc2ncc(C#Cc3cccnc3)cc2C1=O	9
C[C@@H]1CN([C@@H](C)CO)C(=O)Cc2cc(NC(=O)CCN3CCOCC3)ccc2O[C@H]1CN(C)Cc1ccccc1	5
CCCNC(=O)N(C)C[C@@H]1Oc2ncc(-c3ccncc3)cc2C(=O)N([C@@H](C)CO)C[C@@H]1C	-5
Cc1noc(C)c1NC(=O)Nc1ccc2c(c1)C(=O)N([C@@H](C)CO)C[C@H](C)[C@H](CN(C)Cc1ccc(C(=O)Nc3ccccc3N)cc1)O2	-6
Nc1ncnc2n[nH]c(Nc3ccc(F)cc3)c12	3
COCc1cc(C)n(CC(=O)Nc2cc(Cl)ccc2OC)c(=O)c1C#N	-4
COc1ccc(NC(=O)N(C)C[C@H]2Oc3c(NS(=O)(=O)c4c(C)noc4C)cccc3C(=O)N([C@H](C)CO)C[C@H]2C)cc1	4
C[C@H](CO)N1C[C@H](C)[C@H](CN(C)Cc2ccc(Oc3ccccc3)cc2)Oc2c(NC(=O)c3ccncc3)cccc2C1=O	4
C[C@@H]1CN([C@@H](C)CO)C(=O)c2cc(NC(=O)Cn3cnnn3)ccc2O[C@H]1CN(C)C(=O)Nc1ccc2c(c1)OCO2	4
COc1ccc(CN(C)C[C@@H]2OCCCC[C@H](C)Oc3ccc(NC(=O)C4CCCCC4)cc3C(=O)N([C@@H](C)CO)C[C@H]2C)cc1	0
O=C(OC[C@@H]1[C@H]2c3ccccc3OC1(CO)N=C1SCC(=O)N12)c1ccccc1	-5
O=C(N/N=C/c1cc2ccccc2n1S(=O)(=O)c1ccccc1)c1ccccn1	1
C[C@H](CO)N1C[C@H](C)[C@@H](CN(C)Cc2ccc(Oc3ccccc3)cc2)Oc2ccc(NC(=O)Nc3ccc(F)cc3)cc2CC1=O	2
CCC(=O)N(C)C[C@@H]1Oc2ncc(C#Cc3ccc(OC)cc3)cc2C(=O)N([C@H](C)CO)C[C@@H]1C	-79
COc1cccc(-c2cnc3c(c2)C(=O)N([C@H](C)CO)C[C@H](C)[C@H](CN(C)C(=O)NC(C)C)O3)c1	0
C[C@H](O)C#Cc1cnc2c(c1)C(=O)N([C@@H](C)CO)C[C@H](C)[C@H](CN(C)C(=O)CN(C)C)O2	1
C[C@@H]1CN([C@H](C)CO)C(=O)c2cc(C#Cc3ccccn3)cnc2O[C@H]1CN(C)Cc1ccccc1	5
C[C@H](CO)N1C[C@H](C)[C@H](CN(C)C(=O)Cc2ccncc2)Oc2cc(C#CC3(O)CCCC3)ccc2S1(=O)=O	2
C[C@@H]1CN([C@@H](C)CO)C(=O)c2cc(C#CCN(C)C)cnc2O[C@H]1CN(C)C(=O)CN1CCOCC1	10
C[C@@H]1CN([C@H](C)CO)C(=O)c2cc(C#CC3(O)CCCC3)cnc2O[C@@H]1CN(C)CC1CC1	-1
Cc1noc(C)c1NC(=O)Nc1cccc2c1O[C@H](CN(C)Cc1ccc(C(=O)Nc3ccccc3N)cc1)[C@@H](C)CN([C@H](C)CO)C2=O	-2
COC(=O)C1=CO[C@@H](OC2OC(O)C(O)C(O)C2CO)[C@H]2[C@@H]1C=CC21C=C([C@H](C)OC(=O)/C=C/c2ccc(OC3OC(CO)C(O)C(O)C3O)cc2)C(=O)O1 (stereo partly drawn)	-7
C[C@@H]1CN([C@H](C)CO)C(=O)c2cc(NS(=O)(=O)c3cn(C)cn3)ccc2O[C@@H]1CN(C)C(=O)Nc1ccccc1	8
COc1cccc(S(=O)(=O)N(C)C[C@H]2Oc3cc(C#CCC(C)C)ccc3S(=O)(=O)N([C@H](C)CO)C[C@H]2C)c1	-10
COCCNC(=O)C[C@H]1C[C@@H]2c3cc(NC(=O)Nc4ccc(C(F)(F)F)cc4)ccc3O[C@@H]2[C@@H](CO)O1	-1
Cc1noc(C)c1S(=O)(=O)Nc1ccc2c(c1)C(=O)N([C@@H](C)CO)C[C@H](C)[C@H](CN(C)Cc1ccc(C(F)(F)F)cc1)OCCCC[C@@H](C)O2	-262
COc1ccc(NC(=O)Nc2ccc3c(c2)C(=O)N([C@H](C)CO)C[C@@H](C)[C@H](CN(C)C(=O)Nc2cccc4ccccc24)O3)cc1	0
CCCC#Cc1ccc2c(c1)O[C@@H](CN(C)S(=O)(=O)c1cccc(F)c1)[C@@H](C)CN([C@@H](C)CO)S2(=O)=O	-4
[N-]=[N+]=Nc1cccc(C(=O)N2CCC3(CC2)C(=O)NCN3c2ccccc2)c1	4
C[C@@H]1CN([C@@H](C)CO)C(=O)Cc2cc(NS(=O)(=O)c3ccc(Cl)cc3)ccc2O[C@@H]1CN(C)Cc1ccc(C(F)(F)F)cc1	-7
C[C@@H]1CN([C@@H](C)CO)C(=O)c2cc(/C=C/c3ccccc3)cnc2O[C@@H]1CN(C)C	-1
